Source: PubChem (National Center for Advancing Translational Sciences (NCATS))
TRHR PAM = allosterically enhances the human TRH receptor; enhancement, % at 2 µM; TRHR cells, fluo-8 calcium fluorescence, EC20 TRH enhancement; P34981; 360,000 tested, 0.66% active; AID 493056; in the data active = enhancement above about 30%; note: 0% is about no effect
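Enhancer read-out: after compound pinning and an initial kinetic agonist-mode read, an EC20 of TRH (10 nM final) was injected and fluo-8 calcium signal (Ex 480/Em 530) followed at 1 s/cycle for 100 cycles in TRHR-expressing cells.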
D1 PAM = potentiators of human D1 dopamine receptor; P21728; HEK293 TREx D1 cells, calcium flux, dopamine EC20 potentiation; potentiation, % at 10 µM; 360,000 tested, 0.036% active; in the data active = potentiation above about 30%; note: 0% is about no effect
Target sequence (P21728 whole entry, looked up): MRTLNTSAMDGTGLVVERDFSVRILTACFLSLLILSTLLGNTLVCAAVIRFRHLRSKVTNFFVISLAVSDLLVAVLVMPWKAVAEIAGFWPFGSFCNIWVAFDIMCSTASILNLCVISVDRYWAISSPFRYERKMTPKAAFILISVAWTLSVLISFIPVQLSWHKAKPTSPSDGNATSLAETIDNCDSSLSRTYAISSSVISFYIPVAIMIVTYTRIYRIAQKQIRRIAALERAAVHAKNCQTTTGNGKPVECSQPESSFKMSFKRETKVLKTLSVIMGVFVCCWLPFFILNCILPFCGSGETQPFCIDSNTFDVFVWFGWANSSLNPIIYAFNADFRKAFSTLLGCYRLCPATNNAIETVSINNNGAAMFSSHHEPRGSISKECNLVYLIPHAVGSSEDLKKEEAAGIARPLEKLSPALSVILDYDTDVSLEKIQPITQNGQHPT
RXFP1 ag = activates the human relaxin receptor RXFP1. HEK293T-RXFP1 cAMP TR-FRET, 30 min; response scale: percent of porcine relaxin response, buffer zero. 370,000 tested, 0.3% active. AID 2676. Q9HBX9. Potency, µM (series often up to 57.5 µM), inactives show at the top dose activation, usual class: activators; active = well fitted activation curve with a large enough effect; inconclusive = small, poorly fitted or top-dose-only effect; note: potency is the fitted concentration of half-maximal effect; % is set by controls: 0 for no effect and ±100 for the full control effect; nearly all actives have a fitted effect of over 60% in size; many of its hits are not listed in these tables
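HEK293T cells stably expressing RXFP1 were pretreated with the PDE4 inhibitor Ro 20174, exposed to compounds for 30 min at 37C, lysed, and cAMP was read by TR-FRET. Data normalized to buffer (basal) and 29 nM porcine relaxin (100%).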
D2 antagonist = antagonizes the human D2 dopamine receptor; P14416; HEK293 TREx D2 cells, calcium flux, dopamine EC80; inhibition, % at 10 µM; 340,000 tested, 2% active; AID 485344; in the data active = inhibition above about 30%; note: 0% is about no effect
Target sequence (P14416 whole entry, looked up): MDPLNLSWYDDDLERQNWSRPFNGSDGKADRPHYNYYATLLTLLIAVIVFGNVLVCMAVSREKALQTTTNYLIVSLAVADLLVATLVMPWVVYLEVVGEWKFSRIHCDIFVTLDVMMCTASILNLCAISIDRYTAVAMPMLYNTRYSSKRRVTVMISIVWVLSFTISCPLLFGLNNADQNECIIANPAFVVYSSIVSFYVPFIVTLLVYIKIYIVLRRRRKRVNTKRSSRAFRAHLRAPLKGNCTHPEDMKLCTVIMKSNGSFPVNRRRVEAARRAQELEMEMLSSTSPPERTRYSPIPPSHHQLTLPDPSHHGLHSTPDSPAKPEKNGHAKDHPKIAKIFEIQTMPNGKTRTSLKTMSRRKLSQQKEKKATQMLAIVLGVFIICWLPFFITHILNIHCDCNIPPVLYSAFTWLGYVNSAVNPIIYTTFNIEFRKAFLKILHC
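Tetracycline-induced HEK293 TREx cells expressing D2 receptor forced-coupled to calcium signalling, loaded with no-wash calcium dye. Compounds added and calcium flux read 180 s, then dopamine added at EC80 and read a further 180 s.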
D1 antagonist = human D1 dopamine receptor antagonism; 360,000 tested, 3.2% active; HEK293 TREx D1 cells, calcium flux, dopamine EC80; stronger effect = lower value; AID 504652; P21728; activity change, negative = inhibition, % at 10 µM; in the data active = activity change below about -30%; note: % is set by controls: 0 for no effect and ±100 for the full control effect
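Tetracycline-induced HEK293 Trex D1 cells, force-coupled to calcium, dye-loaded; compounds added and read 180 s, then EC80 dopamine added and calcium flux tracked kinetically another 180 s.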
D2 potentiator = D2 dopamine receptor (human) potentiation; 340,000 tested, 0.34% active; HEK293 T-REx D2, calcium flux, EC20 dopamine potentiation; AID 485347; potentiation, % at 10 µM;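 active = potentiation over 3 SD above the plate norm, cut at about 30% in these data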; note: 0% is about no effect
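Potentiation of an EC20 dopamine calcium response is measured in a force-coupled, tetracycline-inducible Hek293 Trex D2 line. Compound-only kinetic reads over 180 s flag agonists before dopamine addition.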
D2 agonist = activates the human D2 dopamine receptor; HEK293 T-REx D2 cells, calcium flux agonist mode; 340,000 tested, 0.53% active; activation, % at 2 µM; P14416; AID 485358;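 active = activation over 3 SD above normal in the single-dose calcium agonist read, cut at about 30% in these data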; note: 0% is about no effect
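Tetracycline-induced HEK293 T-REx cells with force-coupled D2 receptor, plated overnight at 30 C, loaded with no-wash calcium dye. After a 10 s baseline, compound was pin-added and calcium flux read kinetically for 180 s; calcium rises flagged agonists.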
D1 ag = agonists of human D1 dopamine receptor. P21728. HEK293 T-REx D1 cells, calcium flux, agonist mode. activation, % at 2 µM. 360,000 tested, 1% active. AID 504660; in the data active = activation above about 30%; note: 0% is about no effect
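Agonism was scored from calcium flux recorded over 180 s (1 read/s) after pintool compound addition, following a 10-cycle baseline. Cells were inducible force-coupled HEK293 TREx D1, plated overnight at 30 C and loaded with no-wash calcium dye.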
RXFP1 antag = RXFP1 (human) relaxin receptor antagonism | Q9HBX9 | HEK293-RXFP1, relaxin-stimulated cAMP HTRF, 30 min; stronger effect = lower value | activity change, negative = inhibition, % at 57.5 µM | 350,000 tested, 0.59% active;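 active = activity change of -60% or lower, but not beyond a set lower limit; inconclusive = change between -60% and -40%, or beyond the set limit; inactive = change above -40%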; note: % is set by controls: 0 for no effect and ±100 for the full control effect
The depositor's hits bear a star; u = inconclusive; x = no result given.

SMILES	TRHR PAM	D1 PAM	RXFP1 antag	D2 antagonist	RXFP1 ag	D1 antagonist	D2 agonist	D2 potentiator	D1 ag
O=C(CNC(=S)N(Cc1ccccc1)Cc1cccnc1)NC1CCCC1	4	-3	-11	-6	0.0%	-3	2.3	10	0
CCSc1nnc(NC(=O)CCCOc2ccc(C)cc2)s1	-2	-2	-4	-4	7.0%	0	-0.2	4	0
Cc1ccc(C(c2sc3nc(C)nn3c2O)N2CCOCC2)cc1 (stereo not given)	3	-1	-8	7	1.8%	-7	0.0	-3	3
Cc1ccc(OCC(=O)NCCCNC(=O)c2ccc(C)nc2)cc1	3	1	1	-3	-0.6%	7	-3.2	x	0
CCOc1[nH]n(-c2ccc(Cl)cc2)c(=O)c1C=Nc1ccc(OC)cc1	-3	10	6	4	1.2%	-14	-0.6	-6	0
O=c1[nH]c(SCc2ccc(Br)cc2)nc2c1CCCC2	-7	4	-15	x	0.9%	0	0.1	0	2
CC(=O)C1=C(Nc2ccc(C)cc2)CC(C)(O)C(C(C)=O)C1c1ccco1 (stereo not given)	-6	-3	3	6	0.4%	8	-1.0	20	0
CCOC(=O)N1CCN(S(=O)(=O)c2ccc(C(=O)Nc3sc4c(c3C#N)CCC4)cc2)CC1	15	0	-3	10	-0.1%	10	0.7	10	-1
O=[N+]([O-])c1nn(-c2ccc(Cl)cc2)n(O)c1=NCc1ccccc1	13	1	-4	12	0.0%	-12	-0.8	15	1
COc1ccc(C(=O)C[n+]2cccc(C)c2)cc1	10	1	-3	6	0.8%	-14	1.7	-1	-1
Cc1cc(C)n(Cc2ccc(C(=O)O)o2)n1	5	4	-1	-18	2.8%	17	0.3	5	1
COc1ccc(C2c3c(n(C)c4ccccc34)C(=O)N2CC(=O)Nc2cccc(Cl)c2)cc1 (stereo not given)	2	4	-19	x	-1.7%	3	1.8	8	3
Cc1cc(C)n(C(=O)C(C)n2nc([N+](=O)[O-])c(Br)c2C)n1 (stereo not given)	6	-6	-2	1	3.6%	6	-1.0	-7	2
COc1cc2c(c(O)c1OC)-c1c(cc(OC)c(OC)c1OC)C[C@@H](C)[C@@H](C)C2	-3	-2	x	5	0.8%	-40*	0.4	-5	3
O=C(CSCc1nc2cccnc2n1C1CCCCC1)NCc1cccc(Cl)c1	0	-2	-39	x	-0.4%	-10	0.1	12	2
Cc1c(C)n2c(SCC(=O)Nc3ccc4c(c3)OCCO4)nnc2[nH]c1=O	-3	5	-4	-2	0.2%	16	0.4	9	5
O=C(CSc1nnc2ccc(-c3ccncc3)nn12)Nc1ccc(F)cc1	3	-4	-8	1	-0.7%	-9	-0.2	3	3
CC(=O)Oc1ccc(NC(=O)Cc2ccccc2)cc1	-1	-4	0	4	0.0%	0	0.1	5	2
CC(C)CCN1CCC(n2nccc2NC(=O)c2ccc3c(c2)OCO3)CC1	1	3	3	-2	2.3%	-6	0.0	-3	1
Cc1ccc(CNC(=O)CSCc2ccccc2F)cc1	1	-6	-5	6	-0.4%	4	-0.5	18	3
COc1ccc(C2/C(=C(/O)c3ccc4c(c3)CC(C)O4)C(=O)C(=O)N2CCCN2CCOCC2)cc1OC (stereo not given)	-3	-2	6	-8	5.6%	-15	0.3	-5	3
C=CCC1NS(=O)(=O)OC(CCc2ccccc2)C1O (stereo not given)	22	-1	x	-9	1.5%	8	0.1	11	3
CC(=O)c1cccc(N(C(=O)c2ccco2)C(C(=O)NC2CCCC2)c2cccs2)c1 (stereo not given)	-5	3	-10	29	1.8%	11	-1.9	x	2
CCCCn1c(N)c(N(CCOC)C(=O)c2ccco2)c(=O)[nH]c1=O	4	-2	-7	12	-0.3%	8	0.0	18	3
Cc1onc(-c2c(Cl)cccc2Cl)c1C(=O)NC1CCCCC1	-7	-8	-34	-13	-0.1%	-27	-0.3	-2	2
Cc1ccc(Cn2cc(CCC(=O)NCc3ccccc3F)c3ccccc32)cc1	-15	-3	-13	x	5.1%	-19	0.3	4	5
CCc1ccc(S(=O)(=O)c2nnn3c2nc(Nc2ccc(C)c(Cl)c2)c2sccc23)cc1	1	-5	-2	x	7.9%	4	-0.1	-7	2
COc1cc(C2C(C(=O)c3ccco3)=C(O)C(=O)N2CCc2ccccc2)ccc1O (stereo not given)	5	-3	-1	6	-1.2%	-13	0.7	7	1
CCSc1nnc(C)n1-c1ccc(C(=O)O)cc1	3	6	-9	-20	-0.3%	8	2.0	0	1
CN1CCN(S(=O)(=O)c2ccc(NC(=O)COc3ccccc3)cc2)CC1	-4	-12	-3	-3	-2.8%	-14	0.5	6	0

Reprinted from the part before: 2 entries, followed by the next part.
SMILES	TRHR PAM	D1 PAM	RXFP1 antag	D2 antagonist	RXFP1 ag	D1 antagonist	D2 agonist	D2 potentiator	D1 ag
CCSc1nnc(C)n1-c1ccc(C(=O)O)cc1	3	6	-9	-20	-0.3%	8	2.0	0	1
CN1CCN(S(=O)(=O)c2ccc(NC(=O)COc3ccccc3)cc2)CC1	-4	-12	-3	-3	-2.8%	-14	0.5	6	0
Cc1cc(=O)[nH]c(SCc2nc3ncccn3c2Br)n1	2	-4	24	-20	u	-17	-0.6	8	3
O=C1C2C(c3ccccc3)C=CC(c3ccccc3)C2C(=O)N1c1cccnc1 (stereo not given)	0	-7	-4	-9	0.0%	0	0.6	13	2
CCOC(=O)c1ccc(NC(=O)CSc2nnc3c4ccccc4n(CC)c3n2)cc1	5	-1	-9	x	8.7%	11	0.0	x	0
CS(=O)(=O)N1CCC(C(=O)Nc2cccc([N+](=O)[O-])c2)CC1	-3	-1	3	-4	1.5%	x	0.0	-6	1
Cc1ccccc1/C=N/N=C1/NC(=O)CCS1	-2	4	-22	x	0.1%	6	x	x	2
CCOC(=O)C1=C(COC(=O)CCOc2ccc(OCC)cc2)NC(=O)NC1C (stereo not given)	-2	-2	-8	-17	2.0%	0	-0.3	-5	0
COc1ccc(CNC(=O)C/C(C)=N/NC(=O)COc2ccc(C)cc2Br)cc1	32*	-8	-23	-4	-0.2%	-10	-0.1	2	1
CCCc1cnc2c(c1SCc1cccc(C)c1)c(=O)n(C)c(=O)n2C	-2	-1	1	x	1.3%	x	-2.3	-4	0
O=C(CSc1ccccc1)N[C@@H](Cc1ccccc1)C(=O)O	-1	-1	x	12	1.9%	-10	0.0	2	0
CCn1ncc([N+](=O)[O-])c1C(=O)Nc1ccc(C(=O)N2CCCCC2)cc1	4	-2	-7	x	0.2%	5	x	x	3
CCCN(C(=O)Nc1cn(CC(C)C)c(=O)c2ccccc12)c1ccc(F)cc1	10	5	x	x	-1.3%	6	0.3	0	0
Cc1sccc1C1C(C#N)=C(N)SC(N)=C1C#N	-6	-2	x	4	22%	-15	0.8	4	14
O=C(O)c1ccccc1Nc1cccc(C(F)(F)F)c1	8	-2	u	21	2.7%	3	-2.1	10	0
Cc1ccc(S(=O)(=O)N2CCC(C(=O)N[C@@H](C)C(=O)Nc3ccc4c(c3)OCO4)CC2)cc1	-16	-4	7	-6	-1.0%	-11	-0.2	4	1
CC(=O)C1C(c2ccc(O)cc2)NC(=O)NC1(O)C(F)(F)F (stereo not given)	-7	-7	x	-9	0.0%	-21	0.6	-3	1
COc1ccc(-n2c(Cc3cccn3C)nnc2SCC(=O)Nc2ccccc2F)cc1	1	-1	x	-2	6.5%	0	-2.9	0	3
COc1ccc(CCNC(=O)c2nnn(-c3ccc4c(c3)OCCO4)c2N)cc1OC	-2	-3	12	5	0.4%	-26	0.1	10	3
O=S(=O)(NCc1nc2cccnc2n1Cc1ccccc1)c1ccc2c(c1)CCCC2	1	-1	-12	x	-1.4%	-5	-8.0	1	5
CSCCC(NC(=O)c1cc(C)oc1C)C(=O)O (stereo not given)	15	1	-3	-12	-1.6%	-1	-0.5	4	4
COc1ccc(C(c2sc3nc(C)nn3c2O)N2CC(C)OC(C)C2)cc1OC (stereo not given)	5	-2	-4	x	-0.4%	2	x	-1	2
COCCN(C(=O)Cc1cccs1)C(C(=O)NCc1ccc(OC)cc1)c1ccc(C)cc1 (stereo not given)	7	-10	4	29	2.7%	-7	0.6	0	15
Cc1cccc(-n2c(SCC(N)=O)nnc2-c2ccco2)c1	5	-1	13	4	-0.4%	15	1.1	-9	-3
CCCCOc1ccc(C2c3c(oc4ccc(C)cc4c3=O)C(=O)N2CCCN(C)C)cc1OCC (stereo not given)	-6	-2	1	x	-1.5%	-3	0.6	-13	2
Cc1c(-c2ccccc2)c(=O)oc2cc(O)ccc12	0	-1	7	-1	8.5%	-6	-0.8	-1	1
O=C(NCc1nnc(SCC(=O)N2CCCCC2)o1)c1ccc(F)cc1	4	-1	-8	20	1.1%	-2	0.3	-2	1
CC1=CS/C(=C(/C#N)C(=O)N2CCOCC2)N1c1ccccc1	2	-6	-1	10	-1.4%	5	0.3	-3	2

Not all compounds are listed; rates above refer to the full screens.
